# Screens deposited in PubChem BioAssay by National Center for Advancing Translational Sciences (NCATS).
# Pf growth 96h: Primary qHTS for delayed death inhibitors of the malarial parasite plastid, 96 hour incubation; P. falciparum luciferase reporter growth, 96 h; Potency, µM (doses to about 28.7 µM), for inactives: at the highest dose activity change, negative = inhibition, most hits filed as inhibitors; actives 6.9% (n = 320,000); AID 504834, 2011; further: potency means the concentration at half of the fitted maximal effect; on the % scale 0 is the no-effect control and ±100 the full control effect
#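 Delayed-death screen, second-generation endpoint: infected erythrocytes, 2% hematocrit, 0.05% parasitemia final; 96 hours at 37 C, 5% CO2; luciferase detection reagent; luminescence decrease equals reduced growth.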
# Pf growth 48h: Primary qHTS for delayed death inhibitors of the malarial parasite plastid, 48 hour incubation | P. falciparum luciferase growth in erythrocytes, 48 h | Potency, µM (titrated, usually from 28.7 µM), inactives show at the top dose activity change, negative = inhibition, most hits filed as inhibitors | actives 5.9% (n = 310,000) | AID 504832, 2011; further: potency means the concentration at half of the fitted maximal effect; on the % scale 0 is the no-effect control and ±100 the full control effect
#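 Luciferase-expressing P. falciparum in infected erythrocytes (2% hematocrit, 0.1% parasitemia final) in RPMI 1640/0.5% Albumax were exposed to compound for 48 hours at 37 C, 5% CO2; growth read as luminescence.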
# Shiga toxin inh: A qHTS for Small Molecule Inhibitors of Shiga Toxin; Vero cells, Shiga toxin protein synthesis inhibition reporter; inhibition, % at 38.7 µM; actives 9.2% (n = 290,000); AID 2315, 2010; in the data active means inhibition mostly above about 28%, no sharp cut-off; inactive means mostly below about 43%; further: 0% is about no effect
# AmpC no deterg: qHTS Inhibitors of AmpC Beta-Lactamase (assay without detergent); Potency, µM (series often up to 57.1 µM), for inactives: at the highest dose activity change, negative = inhibition, actives largely listed as inhibitors; actives 0.52% (n = 330,000); AID 485341, 2010; AmpC nitrocefin hydrolysis, absorbance 480 nm, 0.0001% Triton; P00811;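 further: potency means the concentration at half of the fitted maximal effect; plate controls were no compound for no effect and no enzyme for full effect; nearly all actives have a fitted effect of over 20% in size; some results filed as inactive show a strong effect at the top dose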
# Target sequence (P00811 whole entry, looked up): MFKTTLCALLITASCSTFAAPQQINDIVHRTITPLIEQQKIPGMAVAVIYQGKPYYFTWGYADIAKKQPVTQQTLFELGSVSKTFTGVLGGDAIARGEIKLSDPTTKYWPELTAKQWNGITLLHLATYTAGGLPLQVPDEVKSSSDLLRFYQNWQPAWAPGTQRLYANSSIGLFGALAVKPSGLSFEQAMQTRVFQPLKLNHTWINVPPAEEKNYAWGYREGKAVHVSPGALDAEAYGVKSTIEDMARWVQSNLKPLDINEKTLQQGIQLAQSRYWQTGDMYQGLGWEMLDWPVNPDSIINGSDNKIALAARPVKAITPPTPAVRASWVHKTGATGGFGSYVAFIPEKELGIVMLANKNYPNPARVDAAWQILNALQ
#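 AmpC (5.3 nM in the dispensed reagent) in 20 mM phosphate pH 7.0 with 0.01% (detergent screen) or 0.0001% Triton X-100 was preincubated with compounds for 15 min at room temperature. Nitrocefin was then added from an 800 uM solution, and hydrolysis was followed at 480 nm.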
# CHX counter: Cycloheximide Counterscreen for Small Molecule Inhibitors of Shiga Toxin; cell reporter, cycloheximide protein synthesis inhibition counterscreen; max response, %; actives 12% (n = 300,000); AID 2314, 2010; in the data active means max response mostly above about 13%, no sharp cut-off; inactive means mostly below about 14%; further: read at 38.3 µM for the half of the compounds with a filed dose; 0% is about no effect
# LmPK inhibitor: qHTS Assay for Inhibitors of Leishmania Mexicana Pyruvate Kinase (LmPK) | Q27686 | purified LmPK, Kinase-Glo ATP luminescence, 1 h | Potency, µM (doses to about 57.5 µM), for the others: at the top dose activity change, negative = inhibition, actives largely listed as inhibitors | actives 0.37% (n = 290,000) | AID 1721, 2009; further: potency means the concentration at half of the fitted maximal effect; on the % scale 0 is the no-effect control and ±100 the full control effect
# Target sequence (Q27686 whole entry, looked up): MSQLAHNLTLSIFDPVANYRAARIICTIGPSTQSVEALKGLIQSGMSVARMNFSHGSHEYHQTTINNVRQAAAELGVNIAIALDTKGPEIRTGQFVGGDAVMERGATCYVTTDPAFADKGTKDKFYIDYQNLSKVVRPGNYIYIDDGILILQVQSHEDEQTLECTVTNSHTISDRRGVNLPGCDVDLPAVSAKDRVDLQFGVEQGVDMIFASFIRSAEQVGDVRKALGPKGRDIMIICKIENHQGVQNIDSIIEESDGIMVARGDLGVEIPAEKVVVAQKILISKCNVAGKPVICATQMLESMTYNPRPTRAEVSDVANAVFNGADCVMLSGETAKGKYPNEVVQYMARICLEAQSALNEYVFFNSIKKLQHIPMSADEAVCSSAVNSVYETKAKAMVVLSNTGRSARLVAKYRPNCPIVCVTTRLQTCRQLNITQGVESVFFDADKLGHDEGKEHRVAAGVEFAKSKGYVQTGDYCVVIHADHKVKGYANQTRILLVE
#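 Purified LmPK (0.1 nM) converted ADP (0.1 mM) to ATP with PEP (0.5 mM) in imidazole buffer pH 7.2 with KCl and MgCl2, 1 h at room temperature. ATP was read by Kinase-Glo luminescence; data normalized to uninhibited and no-enzyme controls.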
# TbPYK inhibitor: qHTS of Trypanosoma Brucei Inhibitors; TbPYK enzyme, Kinase-Glo Plus ATP luminescence, 45 min; Potency, µM (top dose mostly 76.8 µM), without a hit: at the top dose activity, negative = inhibition, usual class: inhibitors; actives 0.12% (n = 410,000); further: potency means the concentration at half of the fitted maximal effect; on the % scale 0 is the no-effect control and ±100 the full control effect; nearly all actives have a fitted effect of over 50% in size
#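 Quantitative HTS: titrated library compounds versus trypanosomal pyruvate kinase in TEA buffer (pH 7.2) containing KCl, MgCl2, BSA and Tween-20. Reactions were initiated with ADP, 130 uM final. Kinase-Glo Plus luminescence was read after 45 min at RT.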
# The depositor's hits bear a star; i = inactive; ? = inconclusive; . = no result given; & = joins results of further samples; [ ] = remark or other dose. Unless noted, the call rests on the fitted dose curve; in most records, active means well fitted curve in the direction sought with a large enough effect; inconclusive means small, poorly fitted or top-dose-only effect, or another doubt; inactive means no such curve, though single readings can be large; an effect the other way counts as inactive or inconclusive.
SMILES,Shiga toxin inh,Pf growth 48h,AmpC no deterg,TbPYK inhibitor,Pf growth 96h,LmPK inhibitor,CHX counter
CCOC(=O)c1c(C)[nH]c(C)c1C(=O)CSc1nnc(-c2ccco2)n1Cc1ccccc1,-3,7.4µM*,77%[activator],0%,15µM*,4%,-2
COc1ccc(CNC(=O)C2CCCN2S(=O)(=O)c2ccc(S(=O)(=O)N(C)C)cc2)cc1 (stereo not given),-9,-16%,13%,-12%,25%,-2%,-4
Nc1n[nH]c2c1C1(CCCCC1)Cc1ccccc1-2,-7,-22%,7%,6%,?,-3%,6
COc1ccccc1CCC(=O)Nc1cc(S(=O)(=O)N2CCOCC2)ccc1N1CCCC1,.,?,27%,0%,?,.,.
CCOC(=O)C1=C(COC(=O)COc2ccccc2C#N)NC(=O)NC1C (stereo not given),.,8%,-21%,1%,22%,.,.
COc1cccc(-c2nc3ccccc3s2)c1,74*,.,-20%,-19%,.,10µM*,38*
O=C(NCCc1c[nH]c2ccccc12)/C(=C/c1cccnc1)NC(=O)c1cccs1,-8,-33%,-29%,0%,29%,8%,1
COc1ccc2cc1Oc1ccc(cc1)C[C@H]1c3cc(c(OC)cc3CCN1C)Oc1c(OC)c(OC)cc3c1[C@@H](C2)N(C)CC3,.,2.3µM*,257%[activator],2%,1.5µM*,.,.
O=C(CSc1ccc2nnc(CCNC(=O)c3ccccc3)n2n1)NC1CCCC1,-16,-3%,-1%,-1%,?,-6%,-3
Oc1ccc2c3c1OC1C(O)CC[C@@]4(O)[C@@H](C2)N(CC2CCC2)CC[C@]314 (stereo not given in full),14,.,-35%,.,.,-7%,-6
CCN(C(=O)COc1cc(=O)n(CC)c2ccccc12)c1cccc(Cl)c1,1,0%,127%[activator],0%,?,4%,-2
COc1cc(NC(=O)CCC(=O)O)nc(OC)n1,-11,.,-10%,-15%,34%[activator],-6%,-2
O=C(NCc1n[nH]c(=S)n1-c1ccc(Br)cc1)c1ccc(S(=O)(=O)N2CCCCC2)cc1,4,4%,-43%,?,29%,0%,-1
Cc1c(C)n(C(=O)CSc2ncn[nH]2)c2ccccc12,-21,.,-3%,-19%,6%,0%,9
Cc1ccc(S(=O)(=O)N2CCN(CC(=O)N/N=C\C(Cl)=C\c3ccccc3)CC2)cc1,-10,-16%,-24%,-1%,0%,-4%,-1
COC(=O)c1cccc(NC(=O)COC(=O)CSc2nc(C)cc(C)n2)c1,-17,15%,-1%,3%,0%,-8%,0
O=C(NC(=S)N1CCN(c2ccc([N+](=O)[O-])cc2)CC1)c1ccccc1Cl,-12,11%,?,-10%,38%[activator],0%,-3
COC(=O)c1ccc(CN2CCC(n3nccc3NC(=O)C3CCCC3)CC2)cc1,7,?,28%,-14%,-23%,-7%,-2
COCC(C)n1c(=O)sc2ccccc2c1=O (stereo not given),15,i,-11%,2%,10%,-14%,10
CCOC(=O)Cn1c(S(=O)(=O)Cc2ccc(F)cc2)nc(-c2ccccc2)c1-c1ccccc1,-3,13µM*,-3%,-8%,9.3µM*,3%,3
O=C(c1cc2ccccc2oc1=O)N1CCOCC1,73*,5%,-7%,-1%,25%,-20%,39*
C=CCOc1ccc(C(=O)Nc2ccccc2C(=O)N2CCCC2)cc1,14,-5%,-8%,4%,?,3%,-2
O=C(NCCCl)Nc1cccnc1Cl,13,6%,-15%,-4%,-3%,-3%,12*
COc1ccc(CCN(C)C(=O)C2CCN(Cc3ccccc3)CC2)cc1OC,-6,25%,-10%,-2%,?,-1%,-6
CS(=O)(=O)N1CCC(C(=O)Nc2ccc(F)cc2F)CC1,-6,-11%,-21%,4%,27%,0%,-1
Cc1cccc(NCN2C(=O)c3ccncc3C2=O)n1,23,-2%,-11%,3%,4%,-1%,-2
Cc1cc(C(=O)NCCC(c2ccccc2)c2ccccc2)c(C)o1,40,.,-30%,1%,?,0%,26*
Cc1ccc(NC(=O)N2CCCC2C(=O)Nc2nnc(C(C)C)s2)cc1 (stereo not given),3,15%,-17%,4%,149%[activator],-9%,-4
CN1CCN(c2ccc(CNC(=O)c3ccc4c(c3)OCCO4)cc2)CC1,42,15%,-27%,4%,42%[activator],-11%,10
CN(C)C(=O)c1cc(C(=O)c2ccc(Cl)cc2Cl)c[nH]1,99*,.,-18%,-15%,84%[activator],6%,51*
CCOC(=O)CN(C(=O)CSc1nnc(C)n1-c1ccccc1)c1ccccc1,2,1%,13%,-9%,5%,4%,11
CC(N)C(=O)OC(C)(C)Cc1ccc(Cl)cc1 (stereo not given),.,-20%&-13%,1%,-3%&-12%,?,.,.
O=C(NC(=S)NCCN1CCOCC1)c1ccccc1Cl,18,-14%,-15%,0%,-12%,5%,-4
CC1CN(C(=O)COc2ccc3c(-c4ccccc4)cc(=O)oc3c2)CC(C)O1 (stereo not given),.,-6%,40%,4%,?,.,.
O=C(c1cccs1)N1CCN(S(=O)(=O)c2cccs2)CC1,-15,-7%,-28%,-7%,1%,10%,-3
CCOC(=O)c1c(Nc2ccccc2)sc(/C=C2\C=Nc3ccccc32)c1O,-3,.,-37%,-8%,?,0%,-3
Clc1cccc(-c2ccc(C=Nc3ccc(N4CCOCC4)cc3)o2)c1Cl,33,-9%,68%[activator],-7%,19%,-4%,-1
C/C(CC(=O)NCc1ccco1)=N\NC(=O)CC#N,5,7%,-24%,3%,85%[activator],-1%,-3
O=C(NNc1ccc(Cl)cc1)c1cccs1,-6,0%,-32%,-3%,?,2%,-2
Cc1cc(Br)ccc1NC(=O)c1ccc(-n2cncn2)c([N+](=O)[O-])c1,.,?,-30%,3%,-9%,.,.
CCN(CC(=O)NCCCN1CCOCC1)S(=O)(=O)c1cc(Cl)ccc1Cl,11,26%,0%,-1%,?,2%,6
c1ccc(CCN=C2CCCc3c2[nH]c2ccccc32)cc1,21,60%[activator],-25%,1%,91%[activator],5%,-1
O=C(c1cccs1)N1CCCC(c2nc3c(nnn3Cc3c(Cl)cccc3Cl)c(=O)[nH]2)C1 (stereo not given),-12,13µM*,-25%,-5%,?,-4%,-4
Cc1ccc(S(=O)(=O)NC2CCC(C(=O)O)CC2)cc1 (stereo not given),5,.,-7%,3%,-20%,6%,-5
Cc1nc(-c2ccccc2)nc(-c2ccccc2)n1,.,9%,-24%,-3%,60%[activator],.,.
COc1cccc(C(=O)Nc2ccc(NC(=O)Cc3ccccc3)cc2)c1,-9,-5%,-18%,4%,7%,-4%,-3
COc1cccc(OC)c1OCCCOc1ccc(C)cc1Br,22*,?,-13%,-8%,21%,2%,7
COc1cccc(-c2ccc3ncnc(NCc4cccc(C)c4)c3c2)c1,.,6.6µM*,-9%&-22%,7%,3.7µM*,.,.
C=C1C(=O)O[C@H]2[C@H]1[C@H](OC(=O)CC(=O)O[C@@H]1C[C@@H](C)[C@@H]3C=CC(=O)[C@@]3(C)[C@H]3OC(=O)C(=C)[C@H]13)C[C@@H](C)[C@H]1C=CC(=O)[C@]12C,3,?,99%[activator],-13%,?,15%,-2
CCc1nn2c(=O)cc(COc3ccc(/C=C4\C(=N)N5N=C(CC(C)C)SC5=NC4=O)cc3)nc2s1,17,-25%,-29%,0%,?,-2%,5
CCOc1ccc(C(=O)NCC(=O)OCCCOC(=O)CNC(=O)c2ccc(OCC)cc2)cc1,-27,2%,55%,-7%,11%,-5%,11
Cc1ccc(S(=O)(=O)n2c([N+](=O)[O-])cnc2C)c(C)c1C,-3,2%,-17%,?,?,2%,-1
CCN(C(=O)COC(=O)CCn1c(C)csc1=O)c1c(N)n(Cc2ccccc2)c(=O)[nH]c1=O,.,-14%,-12%,0%,?,.,.
c1ccc2c(c1)CCN(CCCNc1nc3ccccc3n3cnnc13)C2,-4,.,-17%,1%,-19%,-4%,-1
Cc1ccc(OCCC(=O)OCC(=O)NCc2ccccc2)cc1,.,32%[activator],5%,3%,17%,.,.
Cc1ccc(C(=O)OCC(=O)Nc2ccc3c(c2)OCO3)cc1S(=O)(=O)N1CCOCC1,-11,-1%,-22%,0%,-14%,5%,-1
COC(=O)[C@@H]1C[C@@H]2CC[C@@H](O)C[C@@H]2N1Cc1ccc(N2CCN(C)CC2)cc1,-9,44%[activator],0%,-2%,73%[activator],-1%,-5
CCOc1cc(C2C(C(=O)OC)=CN(Cc3ccc(Cl)cc3)C=C2C(=O)OC)ccc1O,-5,?,44%,2%,10%,5%,8
Cc1cnc(C(=O)OCc2c(C)cc(C(C)(C)C)cc2C)cn1,-3,-13%,151%[activator],-4%,1%,-1%,-3
CCCCC(=O)Nc1cccn2ncnc12,-2,-18%,-10%,0%,112%[activator],-4%,-2

# The listing continues.
SMILES,Shiga toxin inh,Pf growth 48h,AmpC no deterg,TbPYK inhibitor,Pf growth 96h,LmPK inhibitor,CHX counter
COc1ccc(OC)c(NS(=O)(=O)c2cccc3cccnc23)c1,-5,-10%,-28%,-13%,299%[activator],10%,-1
COc1cc(NC(=O)C2C3CCC(O3)C2C(=O)O)cc(OC)c1 (stereo not given),-6,62%[activator],-2%,0%,?,1%,-1
O=C(Cn1nnc(-c2ccccc2NC(=O)c2cccs2)n1)Nc1ccccc1,-10,?,-28%,-4%,0%,3%,-5
O=C1NC(C(=O)O)=CC(c2cccc(Cl)c2Cl)N1 (stereo not given),.,-24%,-25%,-7%,29%,.,.
COc1cc2ccccc2cc1C(=O)Nc1ccc2oc(=O)ccc2c1,-5,25%,-13%,4%,-2%,-2%,5
Cc1ccc(Nc2nc(=O)c3cccnc3s2)c(Br)c1,32,22%,-27%,-6%,8%,20%,19*
O=C(c1cnn2c(C(F)F)cc(-c3ccccc3)nc12)N1CCCCC1c1cccnc1 (stereo not given),14,1.7µM*,0%,1%,?,-3%,-2
c1csc(-c2nnc(N3CCCCCC3)c3ccccc23)c1,77*,4%,-28%,0%,-29%,-4%,15*
COc1ccccc1Cn1c(=O)oc2ccc(C)cc21,-4,-5%,-23%,6%,?,-1%,-1
CC(=O)NS(=O)(=O)c1ccc2c(c1)C(=O)c1cc(S(=O)(=O)NC(C)=O)ccc1-2,.,2%,-24%,5%,7%,-1%,4
COC(=O)C1=C(C)N(c2ccc(C(=O)OC)cc2)C(=O)C1,-14,?,-4%,-8%,?,-2%,-1
CN(C)S(=O)(=O)c1cccc(NC(=O)COC(=O)c2cccc(S(=O)(=O)N3CCc4ccccc4C3)c2)c1,-11,-4%,-22%,-13%,16%,2%,-2
